High-throughput results (PubChem BioAssay)
CYP2C19 inh: blocks human cytochrome P450 2C19; P33261; CYP2C19 Supersomes, luciferin-H EGE luminescence, 30 min; inhibition, % at 5 µM; actives 21% (n = 96,000);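 active means CYP2C19 inhibition above a set limit at 5 µM in the primary screen, cut at about 50% in these data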;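 further: plate controls were negative control wells for no effect and 2.5 mM tranylcypromine positive control for full effect; values of inactives mirror those of a sister screen read the other way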
CYP2C19 act: activators of human cytochrome P450 2C19. recombinant CYP2C19, luciferin-H EGE luminescence; hits give high values; 0 = fully inhibited enzyme, 1 = untreated enzyme. activation factor at 5 µM. 96,000 tested, under 10 active. AID 1025;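 active means activation factor of at least 2 at 5 µM in the primary screen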;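 further: 0 = wells with 2.5 mM tranylcypromine and 1 = vehicle-only wells; values of inactives mirror those of a sister screen read the other way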
sEH act: soluble epoxide hydrolase (human) activation; activation, % at 2 µM; purified human sEH enzymatic activity, activator screen; P34913; actives 0.04% (n = 91,000); in the data active means activation above about 37%; further: values of inactives mirror those of a sister screen read the other way
Target sequence (P34913 whole entry, looked up): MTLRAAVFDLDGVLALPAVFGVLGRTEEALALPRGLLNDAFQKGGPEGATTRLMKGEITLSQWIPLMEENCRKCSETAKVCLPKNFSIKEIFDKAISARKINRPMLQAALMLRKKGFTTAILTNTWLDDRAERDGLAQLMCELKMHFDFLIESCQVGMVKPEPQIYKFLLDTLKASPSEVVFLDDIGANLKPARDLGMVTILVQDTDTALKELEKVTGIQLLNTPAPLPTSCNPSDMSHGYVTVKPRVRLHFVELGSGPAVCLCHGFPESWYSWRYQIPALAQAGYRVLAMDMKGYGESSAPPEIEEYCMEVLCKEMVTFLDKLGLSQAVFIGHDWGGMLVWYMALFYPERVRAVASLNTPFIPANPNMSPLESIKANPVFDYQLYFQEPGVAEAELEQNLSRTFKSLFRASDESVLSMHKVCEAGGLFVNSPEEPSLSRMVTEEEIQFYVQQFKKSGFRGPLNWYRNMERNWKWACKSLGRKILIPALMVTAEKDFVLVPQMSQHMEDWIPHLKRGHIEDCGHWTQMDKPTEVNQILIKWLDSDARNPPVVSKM
hDAT+cocaine: modulates human dopamine transporter uptake under cocaine | Q01959 | LLC-PK1 hDAT cells, [14C]-dopamine uptake with cocaine IC80; actives deviate in either direction | B-score at 10 µM | actives 1.3% (n = 110,000) | AID 449768;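 active means Z score or B-score, a plate-position-corrected score, falls beyond the plate's 99.7% confidence bounds, in either direction; inactive means both scores lie inside the 99.7% bounds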;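 further: scored against the spread of the other compound wells on the same plate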
sEH inhibitor: blocks human soluble epoxide hydrolase activity. recombinant human sEH enzymatic activity assay. AID 707. P34913. actives 0.34% (n = 91,000). inhibition, % at 2 µM; in the data active means inhibition above about 80%; further: values of inactives mirror those of a sister screen read the other way; many of its hits are not listed in these tables
PostGolgi yeast: growth inhibition of a yeast mutant, post-Golgi transport screen. AID 739. actives 0.9% (n = 98,000). inhibition, % at 10 µM. post-Golgi transport phenotypic cell assay;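 further: yeast cells grown in 1536-well plates; yeast grown about 18 h at 30C before absorbance read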
S1P2 ag: agonists of human S1P2 receptor | S1P2-expressing cell line, agonist reporter read-out | activation, % at 4.5 µM | actives 0.46% (n = 97,000); in the data active means activation above about 16%;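 further: 0% = vehicle low control and 100% = maximal reference agonist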
S1P2 antag: antagonists of human S1P2 receptor; O95136; cell-based S1P2 antagonist assay, inhibition at 5 uM; inhibition, % at 5 µM; actives 0.21% (n = 97,000); AID 736; in the data active means inhibition above about 45%;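 further: CRE beta-lactamase reporter cells expressing human S1P2 stimulated with S1P; 0% = agonist at EC80 alone and 100% = agonist plus reference antagonist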
PostGolgi ctrl: growth of the yeast control strain, post-Golgi counter-screen | efflux-deficient yeast background strain, growth absorbance A615, 16 h | inhibition, % at 10 µM | actives 5% (n = 98,000) | AID 738
Active calls of the source: *; . = no result given. Unless noted, no stated cut-off is given here; in the data, active means inhibition above about 30%; inactive means the rest.

(1) Cc1c(C(=O)OC(C)C(C)C[N+](C)(C)C)oc2ccccc12 (centres undefined)
(2) COc1ccc(N(CC(=O)Nc2ccc3c(c2)OCCO3)S(=O)(=O)c2c(C)noc2C)cc1
(3) CCn1c(=O)n(CC(=O)NCc2ccccc2OC)c(=O)c2ccccc21
(4) Cc1ccc2c(c1)-c1c(ssc1=S)C(C)(C)N2C(=O)CSc1nncn1C
(5) Cn1cccc1Cc1nnc(SCC(=O)Nc2ccccc2F)n1-c1ccc(F)cc1
(6) Cc1cc(C)cc(NC(=O)CSCc2nc3c(nnn3Cc3ccc(F)cc3)c(=O)[nH]2)c1

Compound	1	2	3	4	5	6
CYP2C19 inh	5	20	54*	76*	14	.
CYP2C19 act	1	0.8	0.5	0.2	0.9	.
sEH act	-6	.	4	-1	-20	10
hDAT+cocaine	-0.87	.	-0.44	-0.64	-0.98	-0.59
sEH inhibitor	4	.	0	1	20	-7
PostGolgi yeast	7	1	-7	10	-1	.
S1P2 ag	-4	-5	0	-1	-5	-4
S1P2 antag	-20	14	-1	-4	12	-1
PostGolgi ctrl	9	4	30	6	18	.

(7) COc1ccc(OC)c(S(=O)(=O)N2CCN(C)CC2)c1
(8) COc1ccc(NC(=O)c2cccnc2)c(OC)c1
(9) C=CCSc1nc(Oc2ccccc2)c2sccc2n1
(10) CCOC(=O)/C=C1\SCC(=O)N1CCOc1cccc(Br)c1
(11) COc1ccc(C(=O)COC(=O)CCn2nnc(-c3cccc(O)c3OC)n2)cc1
(12) CCSc1nnc(NC(=O)CSc2nc3c(cc2C#N)CCCC3)s1

Compound	7	8	9	10	11	12
CYP2C19 inh	45	35	54*	82*	8	18
CYP2C19 act	0.5	0.7	0.5	0.2	0.9	0.8
sEH act	.	-2	13	.	-8	5
hDAT+cocaine	0.32	-1.1	-0.19	-0.47	0.12	-0.017
sEH inhibitor	.	1	-12	.	9	-8
PostGolgi yeast	-6	15	3	4	0	6
S1P2 ag	.	-12	2	.	-10	-3
S1P2 antag	.	1	-8	.	1	-15
PostGolgi ctrl	-1	-3	14	19	0	2

A different layout for some results above:
Each structure is followed by: CYP2C19 inh	CYP2C19 act	sEH act	hDAT+cocaine	sEH inhibitor	PostGolgi yeast	S1P2 ag	S1P2 antag	PostGolgi ctrl
1	Cc1c(C(=O)OC(C)C(C)C[N+](C)(C)C)oc2ccccc12 (centres undefined)
    5	1	-6	-0.87	4	7	-4	-20	9
2	COc1ccc(N(CC(=O)Nc2ccc3c(c2)OCCO3)S(=O)(=O)c2c(C)noc2C)cc1
    20	0.8	.	.	.	1	-5	14	4
3	CCn1c(=O)n(CC(=O)NCc2ccccc2OC)c(=O)c2ccccc21
    54*	0.5	4	-0.44	0	-7	0	-1	30
4	Cc1ccc2c(c1)-c1c(ssc1=S)C(C)(C)N2C(=O)CSc1nncn1C
    76*	0.2	-1	-0.64	1	10	-1	-4	6
5	Cn1cccc1Cc1nnc(SCC(=O)Nc2ccccc2F)n1-c1ccc(F)cc1
    14	0.9	-20	-0.98	20	-1	-5	12	18
6	Cc1cc(C)cc(NC(=O)CSCc2nc3c(nnn3Cc3ccc(F)cc3)c(=O)[nH]2)c1
    .	.	10	-0.59	-7	.	-4	-1	.
7	COc1ccc(OC)c(S(=O)(=O)N2CCN(C)CC2)c1
    45	0.5	.	0.32	.	-6	.	.	-1
8	COc1ccc(NC(=O)c2cccnc2)c(OC)c1
    35	0.7	-2	-1.1	1	15	-12	1	-3
9	C=CCSc1nc(Oc2ccccc2)c2sccc2n1
    54*	0.5	13	-0.19	-12	3	2	-8	14
10	CCOC(=O)/C=C1\SCC(=O)N1CCOc1cccc(Br)c1
    82*	0.2	.	-0.47	.	4	.	.	19
11	COc1ccc(C(=O)COC(=O)CCn2nnc(-c3cccc(O)c3OC)n2)cc1
    8	0.9	-8	0.12	9	0	-10	1	0

(list continues)
(13) COc1cccc(-c2nc(=S)c3c(n2CCCO)CCCC3)c1
(14) CCCCOC(=O)Cn1c(=O)oc2ccc(C)cc21
(15) OCC1OC(n2nc3ccccc3n2)C(O)C(O)C1O (centres undefined)
(16) CC(C)C(=O)NC(=S)Nc1ccccc1F
(17) Cc1nn(Cc2ccc(Cl)cc2)c(C)c1N
(18) Clc1ccc(Cn2ccc(-c3ccc4c(c3)OCO4)n2)cc1Cl

Compound	13	14	15	16	17	18
CYP2C19 inh	-3	26	13	25	.	33
CYP2C19 act	1	0.7	0.9	0.7	.	0.7
sEH act	-10	-6	.	0	-7	-17
hDAT+cocaine	-0.7	-0.88	-0.9	0.35	0.19	-0.53
sEH inhibitor	8	5	.	2	6	19
PostGolgi yeast	-2	-2	-6	12	.	-9
S1P2 ag	-1	-6	.	-7	-6	-5
S1P2 antag	-5	-5	.	11	10	24
PostGolgi ctrl	4	29	21	13	.	6

(19) COc1ccc(CN(C2CCCC2)S(=O)(=O)c2ccc(-n3cnnn3)cc2)cc1OC
(20) Cc1nnc(NC(=O)c2cccc(S(=O)(=O)N3CCc4ccccc43)c2)s1
(21) O=C(NCc1ccco1)c1cc2nc(-c3cccs3)cc(C(F)(F)F)n2n1
(22) CN(C)/C=C(/C(=O)c1ccccc1Cl)S(=O)(=O)c1ccccc1
(23) COc1ccccc1C(=O)Nc1cccc(NC(C)=O)c1
(24) COc1ccc2oc(=N)c(C(=O)Nc3ccccc3)cc2c1

Compound	19	20	21	22	23	24
CYP2C19 inh	.	-21	31	.	16	23
CYP2C19 act	.	1.2	0.7	.	0.8	0.8
sEH act	1	13	2	-5	.	-5
hDAT+cocaine	1.9	0.01	-0.24	0.23	-0.57	-1.3
sEH inhibitor	-3	-11	-2	4	.	5
PostGolgi yeast	-10	-11	-18	.	-3	-6
S1P2 ag	-4	2	1	-4	.	-4
S1P2 antag	3	-22	-4	10	.	18
PostGolgi ctrl	13	14	-4	.	1	14

(25) Cc1nnc(NC(=O)c2cccc(S(=O)(=O)N3CCOCC3)c2)s1
(26) Cc1cc(C)n(-c2nc3sc4c(c3c3nnc(SCC(N)=O)n23)CC(C)(C)OC4)n1
(27) CCOC(=O)C1C(=O)NC(N2CCN(c3ccccc3)CC2)=NC1c1ccccc1 (centres undefined)
(28) CCc1ccc(NC(=O)N(Cc2ccco2)C(C)c2cccs2)cc1 (centres undefined)
(29) O=S(=O)(NCCSc1ccc(Cl)cc1)c1ccc2c(c1)OCCO2
(30) CCCn1c(N)c(Sc2ccccc2)c(=O)n(CCC)c1=O
(31) Fc1ccc(C(c2nnnn2Cc2cccs2)N2CCN(C3CCCCC3)CC2)cc1 (centres undefined)

Compound	25	26	27	28	29	30	31
CYP2C19 inh	-7	.	-6	24	86*	30	86*
CYP2C19 act	1.1	.	1.1	0.8	0.1	0.7	0.1
sEH act	9	10	-2	-10	-11	22	10
hDAT+cocaine	1.7	-0.056	0.45	-0.9	0	1.4	-0.21
sEH inhibitor	-11	-13	2	9	11	-21	-8
PostGolgi yeast	-2	-1	-2	-2	-3	3	4
S1P2 ag	-3	-5	-7	41*	-3	-4	-6
S1P2 antag	-6	12	17	9	-6	-2	22
PostGolgi ctrl	0	3	8	20	31*	25	3
